Screening results (PubChem)
AID2073: inhibitors of Mint1-CaV2.2 protein interaction, biochemical, HTRF (AID 2073) | HTRF protein-protein interaction, Mint1-CaV2.2; higher % means a stronger effect | inhibition, % at 20 µM; hits with a dose series show IC50 in µM | actives 0.19% (n = 290,000); in the data active = inhibition mostly above about 51%, no sharp cut-off; also: some results filed as inactive read as strong as hits
SIAH1 antagonists: blockers of Siah-1 interaction with plectin peptide – biochemical, fluorescence polarization, rhodamine-plectin, uHTS, primary screen (AID 1817) | displacement, % at 20 µM; hits with a dose series show IC50 in µM | actives 0.02% (n = 290,000) | Siah-1 / rhodamine-plectin peptide fluorescence polarization; higher % means a stronger effect;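 active = displacement of at least 50% at 20 µM, with a fluorescence ratio check between 0.3 and a set limit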;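 also: plate controls were Siah plus tracer with DMSO for no effect and tracer alone without Siah for full effect; strong numbers were not always called active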
K1F lysis inhibition: protection from phage-mediated lysis, alamar blue read-out – E. coli UTI89, K1F phage, bacterial capsule biogenesis inhibitors (AID 488966); E. coli UTI89 K1F phage lysis, alamar blue, 2 h; higher % means a stronger effect; inhibition, % at 100 µM; hits with a dose series show IC50 in µM; actives 0.02% (n = 340,000);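 active = phage lysis inhibition, versus mean bacterial control, above a set limit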;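 also: capsule biogenesis inhibitors block K1F phage lysis so surviving cells raise fluorescence; higher fluorescence means more inhibition of phage lysis; actives were called in the ten point dose series up to 300 µM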
GPR35 arrestin U2OS: GPR35 antagonists blocking zaprinast-driven arrestin recruitment, primary screen, imaging, U2OS, beta-arrestin-GFP, zaprinast agonist (AID 2058); U2OS GPR35 beta-arrestin-GFP translocation imaging, zaprinast antagonism; higher % means a stronger effect; actives 0.052% (n = 290,000); inhibition, % at 10 µM; hits with a dose series show IC50 in µM;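 active = inhibition of at least 50% with at least 30 cells and total cytoplasm GFP at most 10,000,000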
GPR55 beta-arrestin: selective activators of receptor GPR55 – imaging, U2OS cells, beta-arrestin-GFP redistribution, primary screen (AID 1961). actives 0.048% (n = 290,000). U2OS GPR55 beta-arrestin-GFP redistribution imaging; higher % means a stronger effect. activation, % at 10 µM, or EC50 in µM where a hit was titrated;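 active = activation above 40% with more than 50 cells counted in the well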;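 also: U2OS osteosarcoma cells stably expressing GPR55 and beta-arrestin-GFP; plate controls were DMSO negative control for no effect and LPI positive control for full effect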
Dengue-2 NS5 capping: Dengue-2 NS5 methyltransferase inhibitors, primary screen, biochemical, confirmation dose response (AID 588689); Dengue-2 NS5 methyltransferase capping enzyme assay, biochemical; higher % means a stronger effect; inhibition, % at 25 µM; hits with a dose series show IC50 in µM; actives 0.3% (n = 340,000); in the data active = a potency from the dose series
NTR1 agonist: NTR1-driven beta-arrestin-GFP spot formation – imaging, U2OS cells, high content, primary screen (AID 493036); P30989; agonist mode; activation, % at 20 µM; actives 0.17% (n = 330,000);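 active = activation at or above 40% of the spot to cytoplasm intensity ratio, with at least 20 cells analyzed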;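 also: 0% = DMSO without peptide and 100% = 100 nM NTR1 peptide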
Target sequence (P30989 whole entry, looked up): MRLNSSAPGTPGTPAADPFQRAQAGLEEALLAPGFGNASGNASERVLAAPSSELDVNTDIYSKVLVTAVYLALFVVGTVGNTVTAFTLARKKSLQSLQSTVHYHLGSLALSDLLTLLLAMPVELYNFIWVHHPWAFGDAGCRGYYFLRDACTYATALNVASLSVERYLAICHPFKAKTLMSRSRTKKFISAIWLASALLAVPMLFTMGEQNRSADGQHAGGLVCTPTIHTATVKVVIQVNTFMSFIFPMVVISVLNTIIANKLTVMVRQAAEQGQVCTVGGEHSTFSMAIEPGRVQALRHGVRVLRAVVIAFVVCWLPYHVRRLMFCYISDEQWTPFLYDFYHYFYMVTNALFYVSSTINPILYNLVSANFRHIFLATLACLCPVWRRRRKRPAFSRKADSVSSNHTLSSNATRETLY
HIV peptide binding: cell-free HIV fusion peptide-binding blockers – biochemical, uHTS, fluorescence dequenching, primary screen (AID 1986); inhibition, % at 20 µM; hits with a dose series show IC50 in µM; cell-free peptide binding, fluorescence dequenching, 30 min; higher % means a stronger effect; actives 0.3% (n = 290,000); in the data active = inhibition mostly above about 52%, no sharp cut-off; inactive = mostly below about 76%; also: some results filed as inactive read as strong as hits
GPR55 LPI antagonism: inhibition of LPI-stimulated GPR55 beta-arrestin translocation – imaging, U2OS, beta-arrestin-GFP, LPI agonist, primary screen (AID 2013) | inhibition, % at 10 µM; hits with a dose series show IC50 in µM | actives 0.13% (n = 290,000) | U2OS GPR55 beta-arrestin-GFP translocation imaging, LPI antagonism; higher % means a stronger effect;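 active = spots per cell inhibited over 60%, with over 100 cells counted and total cytoplasm intensity under 500,000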;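 also: U2OS cells stably carrying GPR55 and arrestin-GFP stimulated by 5 µM LPI near EC80; imaged beta-arrestin-GFP aggregate spots per cell after agonist stimulation; plate controls were LPI-stimulated DMSO wells for no effect and DMSO wells without LPI for full effect; some results filed as inactive read as strong as hits; confirmed hits need IC50 under 10 µM and bright autofluorescent wells are also inconclusive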
NTR1 agonist cell count 20 µM: further read-out of NTR1 agonist, marked with its call; cell count; measured here: cell count, cytotoxicity flag
Dengue-2 NS5 capping pilot replicate: recorded beside Dengue-2 NS5 capping, whose call it bears; inhibition, %; measured here: pilot screen replicate inhibition
An asterisk follows results filed as active; . = no result given; [ ] = remark or other dose. Hits appear at their usual frequency. About 1.2% of those tested had a hit in this group.

Preview, two compounds:
SMILES	AID2073	SIAH1 antagonists	K1F lysis inhibition	GPR35 arrestin U2OS	GPR55 beta-arrestin	Dengue-2 NS5 capping	NTR1 agonist	NTR1 agonist cell count 20 µM	HIV peptide binding	GPR55 LPI antagonism	others
Cc1ccccc1Nc1nc(CSc2nnc(-c3ccoc3C)n2C)cs1	55%	-1%	-0.3%	1%	-0.2%	4%	-1.6	92	0.7%	-6%	Dengue-2 NS5 capping pilot replicate=-3.0
COc1cc(C2C3C(=O)N(c4ccc(F)cc4)C(=O)C3ON2c2ccccc2)ccc1O (stereo unspecified)	-6%	0%	-1.6%	-6%	-0.1%	-1%	-1.9	61	-2.7%	7%

This part in full, previewed entries included:
SMILES	AID2073	SIAH1 antagonists	K1F lysis inhibition	GPR35 arrestin U2OS	GPR55 beta-arrestin	Dengue-2 NS5 capping	NTR1 agonist	NTR1 agonist cell count 20 µM	HIV peptide binding	GPR55 LPI antagonism	others
Cc1ccccc1Nc1nc(CSc2nnc(-c3ccoc3C)n2C)cs1	55%	-1%	-0.3%	1%	-0.2%	4%	-1.6	92	0.7%	-6%	Dengue-2 NS5 capping pilot replicate=-3.0
COc1cc(C2C3C(=O)N(c4ccc(F)cc4)C(=O)C3ON2c2ccccc2)ccc1O (stereo unspecified)	-6%	0%	-1.6%	-6%	-0.1%	-1%	-1.9	61	-2.7%	7%
Fc1ccccc1/C=N/NC(=S)Nc1ccc(Cl)cc1Cl	6%	0%	0.6%	-7%	-0.4%	-2%	4.7	67	-0.5%	-23%
COCCCNC(=O)c1ccc(Cn2c(=O)c3ccccc3n(Cc3ccccc3C)c2=O)cc1	-4%	1%	0.1%	14%	-0.1%	-2%	-1.1	79	3.3%	12%
COc1ccc(CCn2c(C)cc3c(c2=O)C(c2ccc4c(c2)OCO4)C(C#N)=C(N)O3)cc1OC (stereo unspecified)	-2%	-1%	0.9%	11%	0.6%	-1%	0.4	51	-2.7%	-3%
COc1ccc(-c2noc(CSc3nc4sc(C)c(C)c4c(=O)n3-c3ccccc3)n2)cc1	3%	7%	2.0%[50 µM]	2%	0.1%	1%	1.6	43	1.7%	1%
O=C(O)CCC(=O)Nc1ccccc1Oc1ccccc1	-1%	-1%	2.0%	-20%	0.7%	-1%	0.7	90	2.1%	6%
COc1cc(CNc2nc(C)c([N+](=O)[O-])c(C)c2C#N)cc(OC)c1	30%	0%	0.2%	0%	-0.3%	-1%	10	57	0.8%	8%
Cc1ccc2c(c1)N(CC(=O)NCCCN1CCOCC1)C(=O)c1cccnc1O2	4%	-3%	5.6%	4%	-0.3%	0%	-0.6	44	-0.2%	-3%
Cc1ccc(NC(=O)/C(=C\c2ccc3c(c2)OCO3)NC(=O)c2ccco2)cc1	-1%	2%	0.2%	17%	0.4%	6%	-0.5	94	0.0%	7%
O=C(CO/N=C/c1ccccc1O)NNC(=O)c1ccccc1Cl	4%	5%	-1.0%	1%	-0.4%	-13%	3.2	85	1.6%	2%
O=C(COC(=O)CCc1ccc(S(=O)(=O)N2CCOCC2)cc1)NC(=O)NC1CCCCC1	-1%	12%	0.5%	5%	0.0%	-15%	0.8	29	0.6%	4%
O=C(O)c1ccc(NC(=O)c2ccc3c(c2)C(=O)N(c2ccccc2)C3=O)cc1	20%	5%	0.0%	26%	-0.1%	-4%	-0.8	71	1.0%	7%
O=C(C[n+]1ccc(Cc2ccccc2)cc1)Nc1ccc([N+](=O)[O-])cc1Cl	-16%	2%	-1.3%	14%	0.6%	-9%	0.5	38	-0.3%	11%
CCOCC(=O)Nc1c(C(=O)N2CCN(c3ncccn3)CC2)oc2ccccc12	10%	-3%	0.0%	-4%	-0.2%	-10%	-0.3	65	0.7%	19%
O=c1c(-c2n[nH]c(=S)o2)cccn1Cc1ccccc1	15%	21%	-1.6%	-1%	0.6%	1%	0.0	94	-6.5%	14%
O=C(Cn1nnc(-c2cccs2)n1)NCc1ccccc1	28%	3%	0.1%	-2%	-0.2%	4%	-1.6	77	1.3%	-11%
O=C1CN(C(=O)CNC(=O)c2ccccc2Cl)c2ccccc2N1	-11%	-3%	-0.3%	2%	0.1%	2%	-0.1	34	0.6%	-5%
Cc1ccc(S(=O)(=O)c2nc(NN(C)C)sc2Cl)cc1	8%	5%	0.4%	-17%	-0.2%	-4%	1.9	59	2.8%	-8%
O=C(N/N=C/c1c[nH]c2ccccc12)c1cccc(Cl)c1	4%	1%	0.2%	12%	-0.1%	1%	1.1	98	-1.8%	-8%

Entries shown so far with a furan ring, fused or not:
SMILES	AID2073	SIAH1 antagonists	K1F lysis inhibition	GPR35 arrestin U2OS	GPR55 beta-arrestin	Dengue-2 NS5 capping	NTR1 agonist	NTR1 agonist cell count 20 µM	HIV peptide binding	GPR55 LPI antagonism	others
Cc1ccccc1Nc1nc(CSc2nnc(-c3ccoc3C)n2C)cs1	55%	-1%	-0.3%	1%	-0.2%	4%	-1.6	92	0.7%	-6%	Dengue-2 NS5 capping pilot replicate=-3.0
Cc1ccc(NC(=O)/C(=C\c2ccc3c(c2)OCO3)NC(=O)c2ccco2)cc1	-1%	2%	0.2%	17%	0.4%	6%	-0.5	94	0.0%	7%
CCOCC(=O)Nc1c(C(=O)N2CCN(c3ncccn3)CC2)oc2ccccc12	10%	-3%	0.0%	-4%	-0.2%	-10%	-0.3	65	0.7%	19%

Further entries
SMILES	AID2073	SIAH1 antagonists	K1F lysis inhibition	GPR35 arrestin U2OS	GPR55 beta-arrestin	Dengue-2 NS5 capping	NTR1 agonist	NTR1 agonist cell count 20 µM	HIV peptide binding	GPR55 LPI antagonism	others
CC1CN(c2ccc(Cl)nn2)CC(C)O1 (stereo unspecified)	-4%	-2%	0.3%	1%	0.3%	-5%	-1.7	36	2.0%	-7%
CCOC(=O)C(=Nc1ccccc1)NO	-1%	27%	4.1%	13%	-0.3%	-2%	-0.6	63	3.5%	9%
CCOC(Cn1ccc(=O)[nH]c1=O)OCC	-11%	-1%	0.0%	3%	0.0%	-5%	0.0	58	-0.8%	0%
N#CC1=C(N)Oc2nc[nH]c(=O)c2C1c1cccs1 (stereo unspecified)	9%	4%	.	17%	-0.2%	.	-1.6	55	0.5%	8%
c1ccc(CCn2c3ccccc3c3nnc(SCc4ccc5nonc5c4)nc32)cc1	-11%	-3%	-0.8%	4%	0.2%	2%	2.6	68	-0.5%	7%
Cc1ccc(N2C(=O)c3cccc([N+](=O)[O-])c3C2=O)cc1C	2%	-3%	0.1%	4%	-0.3%	6%	4.2	53	-1.1%	-7%
CCCN(CCC)C(=O)CC(c1ccccc1)C1CCOC(C)(C)C1 (stereo unspecified)	-9%	0%	0.0%	-20%	1.0%	1%	0.0	31	-0.3%	-8%
CC(=O)Oc1cccc(/C=C2\Sc3ccccc3C2=O)c1	10%	4%	2.4%	10%	0.2%	-3%	13	57	3.1%	-7%
N#C/C(=N\Nc1ccc(F)cc1)C(=O)C1CC1	8%	-4%	.	2%	-0.2%	.	0.9	63	-0.3%	1%
Cc1occc1-c1nnc(SCC(=O)Nc2nccs2)n1CCc1ccccc1	-12%	3%	.	-5%	-0.1%	.	3.9	66	-1.4%	25%
Cc1cc(C)c[n+](-c2nc3ccccc3nc2[N-]S(=O)(=O)c2cccs2)c1	4%	-6%	3.7%	23%	-0.2%	1%	-0.8	76	6.5%	0%
COc1cc(Cl)c(C)cc1NC(=O)CSCC#N	1%	8%	-0.3%	24%	-0.4%	-6%	-0.3	83	-1.7%	-4%
C[C@@H]1C=C(C(=O)N2CCN(Cc3ccccc3)CC2)O[C@H](OCc2ccc(CO)cc2)C1	8%	-2%	0.1%	-6%	-0.2%	0%	3.6	91	3.3%	3%
O=C(CSc1nc2[nH]ncc2c(=O)[nH]1)Nc1ccccc1	3%	-1%	0.2%	-19%	0.2%	3%	-0.1	86	2.4%	12%
CCCCn1c(O)c(C=NCCCN(C)C)c(=O)[nH]c1=O	-9%	-1%	-0.1%	-9%	0.0%	6%	-1.7	29	-1.2%	-11%
COCC(=O)N(Cc1cc2cccc(C)c2[nH]c1=O)c1ccccc1	-7%	5%	0.1%	-6%	0.3%	-1%	-0.5	69	-0.9%	-4%
CC1CCCC(C)N1CC(O)Cn1c2ccccc2c2ccccc21 (stereo unspecified)	-1%	7%	-0.2%	-6%	-0.1%	.	-0.3	46	-1.3%	6%
C/C(=N\O)c1noc(C)c1C(=O)Nc1nccs1	15%	2%	0.1%	4%	-0.1%	-2%	0.4	62	-0.5%	10%
CCOC(=O)N1CCC(N2Cc3cccc(C(=O)Nc4c(C)cccc4CC)c3C2=O)CC1	4%	5%	0.1%	8%	-0.2%	-6%	1.5	55	0.7%	10%
CC1Cc2ccccc2N1C(=O)CSc1nc2c(c(=O)n(C)c(=O)n2C)n1Cc1ccccc1 (stereo unspecified)	-1%	0%	0.4%	8%	0.0%	-2%	3.6	56	13%	3%
CCCc1cc(=O)oc2cc(C)cc(OCC(=O)N3CCC(C(N)=O)CC3)c12	11%	-2%	4.4%	1%	-0.2%	-7%	-0.9	81	-0.4%	-26%
COC(=O)COc1ccc(-c2nccc(-c3ccc(Br)cc3)n2)cc1	23%	-1%	0.3%	14%	-0.1%	3%	0.3	85	2.8%	4%
Cc1ccc(-c2onc(C)c2C)cc1S(=O)(=O)N1CCOc2ccccc21	13%	6%	0.3%	7%	-0.2%	10%	12	61	0.0%	2%
COc1cc([N+](=O)[O-])ccc1NC(=O)CC1SC(=Nc2ccc(F)cc2)N(CCC2=CCCCC2)C1=O (stereo unspecified)	9%	3%	0.2%	-1%	0.3%	-5%	2.0	44	3.8%	11%
O=S(=O)(/C=C/c1ccccc1)N1CCOCC1	-7%	0%	-0.3%	-3%	0.3%	5%	0.4	50	-0.8%	-11%
O=C(c1ccc(Cl)c(Cl)c1)N1CCN(Cc2ccc3c(c2)OCO3)CC1	22%	5%	0.2%	-6%	0.5%	-8%	0.6	58	0.5%	-3%
O=C(O)c1cc2ccc3ccccc3c2oc1=O	13%	-6%	-0.2%	-8%	-0.1%	-2%	0.6	66	2.7%	10%
CN1C(=O)NC(c2ccccc2)(C(F)(F)F)S/C1=C(/C#N)c1nnc(N2CCOCC2)n1-c1ccccc1 (stereo unspecified)	-19%	7%	0.8%	11%	0.5%	-6%	2.1	75	0.2%	4%
COc1ccc(C(C)=O)cc1CN(c1ccccc1OC)S(=O)(=O)c1cccs1	-4%	8%	-0.6%	5%	-0.1%	-3%	0.4	38	1.1%	18%
